Screening data as filed in PubChem BioAssay.
RGS4 inhibitor – human RGS4 inhibition | Potency, µM (series often up to 114 µM), without a hit: at the highest dose activity change, negative = inhibition, usual class: inhibitors | hit rate 0.039% among 390,000 | P49798 | Transcreener GDP fluorescence polarization, RGS4-accelerated GTP hydrolysis | AID 504845; also: % is scaled to controls: 0 for no effect and ±100 for the full control effect; nearly all actives have a fitted effect of over 75% in size; some results filed as inactive show a strong effect at the top dose
Target sequence (P49798 whole entry, looked up): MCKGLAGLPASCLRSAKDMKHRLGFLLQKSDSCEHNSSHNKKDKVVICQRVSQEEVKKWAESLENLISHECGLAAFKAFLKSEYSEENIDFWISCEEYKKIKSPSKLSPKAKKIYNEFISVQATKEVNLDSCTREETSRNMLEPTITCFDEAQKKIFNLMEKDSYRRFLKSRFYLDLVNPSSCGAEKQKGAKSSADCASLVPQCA
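MLSMR compounds (23 nl, pin-transferred) preincubated 10 min at room temperature with a 500nM (2x) first reagent, then RGS4 at 900nM (2x) plus Transcreener GDP mix added; fluorescence polarization (620/688 nm) read before and after 90 min at 30 °C.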
12-LOX inh – inhibitors of human 12S-lipoxygenase ALOX12; P18054; purified 12hLO, xylenol orange hydroperoxide absorbance; Potency, µM (highest dose often 108 µM), without a hit: top-dose activity change, negative = inhibition, actives largely listed as inhibitors; hit rate 1.1% among 580,000; AID 1671190; also: % is scaled to controls: 0 for no effect and ±100 for the full control effect
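Purified human 12hLO at 150 nM in 25 mM Hepes, 0.01% Triton X-100, pH 7.0, preincubated 15 min at room temperature with compound. Reaction started with 40 uM arachidonic acid, 30 min at room temperature. Hydroperoxide measured by Fe-xylenol orange, 573/405 nm absorbance ratio.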
RXFP1 agonist – agonists of human relaxin receptor RXFP1 | HEK293T-RXFP1 cAMP TR-FRET, 30 min; response scale: percent of porcine relaxin response, buffer zero | Potency, µM (series often up to 57.5 µM), for the others: at the top dose activation, hits mostly activators | AID 2676 | hit rate 0.3% among 370,000; also: % is scaled to controls: 0 for no effect and ±100 for the full control effect; nearly all actives have a fitted effect of over 60% in size; many of its hits are not listed in these tables
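HEK293 cells stably expressing RXFP1, treated 30 min at 37C with compounds plus PDE4 inhibitor Ro 20174; cAMP measured by HTRF TR-FRET. Normalized to buffer and 29 nM porcine relaxin; EC50 by Hill fit.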
Vif-A3G inh – Vif-A3G binding inhibition. Q9HC16. Potency, µM (doses to about 46.1 µM), for inactives: at the highest dose activity, negative = active, hits mostly inhibitors. hit rate 0.076% among 410,000. HeLa A3G-eYFP + Vif (tagged APOBEC3G with the HIV-1 protein that degrades it), YFP fluorescence, overnight. AID 602310;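 also: % is scaled to controls: 0 for no effect and ±100 for the full control effect; nearly all actives have a fitted effect of over 60% in size; hits raise eYFP signal because A3G escapes Vif-driven loss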
Target sequence (Q9HC16 whole entry, looked up): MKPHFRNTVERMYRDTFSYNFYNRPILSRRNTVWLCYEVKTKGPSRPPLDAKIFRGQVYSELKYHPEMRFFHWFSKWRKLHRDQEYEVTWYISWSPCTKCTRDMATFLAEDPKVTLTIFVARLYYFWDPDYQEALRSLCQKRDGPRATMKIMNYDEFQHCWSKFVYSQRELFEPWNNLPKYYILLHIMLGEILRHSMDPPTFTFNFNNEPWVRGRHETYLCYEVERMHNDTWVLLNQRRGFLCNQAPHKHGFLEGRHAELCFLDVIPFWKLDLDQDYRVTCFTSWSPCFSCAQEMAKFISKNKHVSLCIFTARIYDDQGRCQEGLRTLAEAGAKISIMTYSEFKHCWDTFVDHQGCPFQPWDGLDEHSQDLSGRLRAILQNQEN
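HeLa cells stably expressing Vif and C-terminally eYFP-tagged A3G, seeded overnight at 37 deg C, then exposed to compound by pintool overnight at 37 deg C. Rise in yellow fluorescence (Ex 488/Em 500-530, Acumen) marks blocked Vif-driven A3G degradation.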
USP1 inh – blocks the human USP1/UAF1 deubiquitinase complex; O94782; recombinant USP1/UAF1, Ub-Rhodamine cleavage fluorescence; Potency, µM (highest dose often 57.1 µM), for inactives: top-dose activity change, negative = inhibition, most hits filed as inhibitors; hit rate 0.23% among 390,000; also: % is scaled to controls: 0 for no effect and ±100 for the full control effect; nearly all actives have a fitted effect of over 60% in size; inactives centre near -12
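High-throughput fluorogenic screen: 1nM USP1/UAF1 complex, Ub-Rho substrate 150nM final, 50mM HEPES pH 7.8 with 0.5mM EDTA, 0.1 mg/ml BSA, 1mM TCEP and 0.01% Tween-20.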
IDH1 R132H inh – inhibitors of human mutant IDH1 R132H. O75874. IDH1-R132H enzyme, NADPH consumption, diaphorase/resazurin fluorescence. Potency, µM (highest dose often 76.6 µM), inactives show at the top dose activity change, negative = inhibition, most hits filed as inhibitors. hit rate 0.093% among 390,000. AID 602179; also: % is scaled to controls: 0 for no effect and ±100 for the full control effect; nearly all actives have a fitted effect of over 65% in size
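IDH1-R132H (0.5 ug/mL dispensed) in pH 7.5 Tris buffer was preincubated 30 min with compound, then given a substrate mix of 0.016 mM NADPH and 2 mM alpha-KG for 80 min at room temperature; remaining NADPH was read by diaphorase/resazurin fluorescence.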
rTrxR1 inhibitor – blocks rat thioredoxin reductase 1. AID 588453. recombinant rTrxR1, NADPH fluorescence consumption, selenite substrate. Potency, µM (doses to about 114 µM), for the others: at the highest dose activity change, negative = inhibition, actives largely listed as inhibitors. hit rate 1% among 390,000. O89049; also: % is scaled to controls: 0 for no effect and ±100 for the full control effect; nearly all actives have a fitted effect of over 65% in size
Target sequence (O89049 whole entry, looked up): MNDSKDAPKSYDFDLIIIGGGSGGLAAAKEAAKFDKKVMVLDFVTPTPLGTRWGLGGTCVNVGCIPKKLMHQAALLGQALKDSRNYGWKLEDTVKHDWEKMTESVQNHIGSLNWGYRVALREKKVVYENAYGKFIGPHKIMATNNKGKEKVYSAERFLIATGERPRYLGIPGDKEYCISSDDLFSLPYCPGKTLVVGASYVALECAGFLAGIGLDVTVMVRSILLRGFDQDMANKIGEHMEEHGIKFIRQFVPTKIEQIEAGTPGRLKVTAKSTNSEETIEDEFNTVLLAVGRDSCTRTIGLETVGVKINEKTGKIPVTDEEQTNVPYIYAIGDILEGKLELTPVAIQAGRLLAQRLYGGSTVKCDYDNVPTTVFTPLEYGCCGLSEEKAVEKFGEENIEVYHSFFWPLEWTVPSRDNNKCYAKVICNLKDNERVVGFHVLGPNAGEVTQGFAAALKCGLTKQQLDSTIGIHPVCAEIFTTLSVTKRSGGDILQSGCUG
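Rat TrxR1 (90 nM in the dispensed reagent) was pre-reduced with 400 uM NADPH for 5 min at room temperature, then incubated with compound for 15 min. After 400 uM selenite was added, NADPH fluorescence (Ex 340/Em 450 nm) was followed for 8 min.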
TrxR1 substrate – substrates of rat thioredoxin reductase 1; O89049; purified TrxR1 substrate turnover, NADPH consumption readout; Potency, µM (doses to about 114 µM), without a hit: at the highest dose activity change, negative = substrate turnover; hit rate 0.01% among 390,000; AID 588456; also: % is scaled to controls: 0 for no effect and ±100 for the full control effect; nearly all actives have a fitted effect of over 50% in size
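Rat TrxR1, dispensed at 90 nM, was prereduced with 400 uM NADPH (final) for 5 min at ~22 deg C, then incubated with compound 15 min before 400 uM selenite. A first-read NADPH fluorescence drop versus no-compound background flagged substrates.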
Vif-A3F inh – Vif-A3F binding inhibition; HeLa A3F-eYFP + Vif (tagged APOBEC3F with the HIV-1 protein that degrades it), YFP fluorescence increase; Potency, µM (series often up to 46.1 µM), for the others: top-dose activity, negative = active; hit rate 0.2% among 390,000; AID 602313; also: % of control where 0% means no effect; nearly all actives have a fitted effect of over 65% in size
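HeLa cells stably expressing A3F-eYFP plus Vif, plated and incubated overnight at 37 deg C, then exposed to compounds overnight at 37 deg C. Blocked degradation read as raised yellow fluorescence (Ex 488/Em 500-530).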
* = called active by the depositor; ? = inconclusive; . = no result given; & = joins results of further samples; [ ] = remark or other dose. Calls follow the shape of the dose curve; as a rule, active = well fitted curve in the direction sought with a large enough effect; inconclusive = small, poorly fitted or top-dose-only effect, or another doubt; inactive = no such curve, though single readings can be large; an effect the other way counts as inactive or inconclusive. Potency is read from the fitted curve at half-maximal effect.

SMILES	RGS4 inhibitor	12-LOX inh	RXFP1 agonist	Vif-A3G inh	USP1 inh	IDH1 R132H inh	rTrxR1 inhibitor	TrxR1 substrate	Vif-A3F inh
CCN1/C(=C/C=C/c2oc3ccc(-c4ccccc4)cc3[n+]2CC)Oc2ccc(-c3ccccc3)cc21	?	?	5.2%	8%	.	0%	17%[57.1 µM]	8%[57.1 µM]	5%
O=C(NCc1ccccc1CN1CCCC1)c1cccc(S(=O)(=O)N2CCCC2)c1	4%	-7%	1.9%	2%	-16%	-3%	17%	3%	-2%
O=C(NCc1ccccc1)/C(=N\O)c1ccccc1	-30%	76%[activator][57.4 µM]	-0.2%	1%	-13%	7%	-2%	-6%	-9%
O=S(=O)(Oc1ccccc1)c1cccnc1	-31%	-9%	.	1%	-8%	5%	11%[57.1 µM]	-19%[57.1 µM]	-12%
C=CCC(C(=O)Oc1c(C(C)(C)C)cc(C)cc1C(C)(C)C)c1ccccc1 (configuration not stated)	13%	21%	1.7%	0%	-25%	-1%	34%	7%	-7%
C[C@@H]1CCCCO[C@H](CN(C)S(=O)(=O)c2cccs2)[C@H](C)CN([C@@H](C)CO)C(=O)c2cc(NC(=O)NC3CCCCC3)ccc2O1	.	?	.	1%	-5%	-7%	.	.	-1%
CC(C)C(O)(CC#CCN1CCCC1)c1ccccc1 (configuration not stated)	10%	-40%&0%	-0.5%	-7%	6%	-25%	3%	-5%	0%
CC1CCCN(S(=O)(=O)CCNC(=O)c2ccccc2)C1 (configuration not stated)	-11%	-20%	0.8%	2%	-16%	0%	-2%	-2%	-4%
O=C(Nc1nc(-c2cccs2)c(C(=O)C(F)(F)F)s1)c1ccco1	6%	0%	25µM*	0%	-28%	-9%	-5%	-5%	-20%
COc1cc(C(=O)Nc2ccc(C)cc2C(NCC(=O)NN)c2ccccc2)cc(OC)c1OC (configuration not stated)	-4%	13%	-2.2%	0%	-7%	-15%	20%	-3%	4%
O=Cc1ccc(OCC(=O)NCC2CCCO2)cc1 (configuration not stated)	-1%	5%	-0.8%	1%	-10%	0%	24%	-1%	4%
COc1ccc(CNC(=O)C[C@H]2C(=O)N(Cc3ccccc3)C[C@@H]2Cc2ccccc2)cc1	-9%	9%	-2.3%	3%&2%	-20%	1%	0%&8%	-9%&-1%	0%
CC(C)CNC(=O)CN(C)S(=O)(=O)c1ccc(F)cc1	40%	29%	2.8%	2%	-1%	9%	8%[57.1 µM]	4%[57.1 µM]	-6%
O=c1[nH]c(Nc2ccc3c(c2)OCCO3)nnc1Cc1ccc(Cl)cc1	18%	0%	0.0%	-2%	-17%	4%	12%[57.1 µM]	3%[57.1 µM]	-1%
CCn1c(SCC(=O)NCc2ccccc2)nc2nc3c(cc2c1=O)CCCC3	2%	7%	3.0%	0%	6%	-10%	4%[57.1 µM]	-3%[57.1 µM]	8%
O=C(NCc1cccc(Br)c1)C1CC(c2ccccc2[N+](=O)[O-])=NO1 (configuration not stated)	22%	-20%	.	-14%	-10%	-10%	3%[57.1 µM]	-14%	3%
COc1cc([N+](=O)[O-])cc(/C=N/NC(=O)c2cncc(Br)c2)c1O	11%	?	0.8%	-2%	-23%	0%	-20%	-21%	?
Cn1c(=O)c2c(nc(SCCN3CCOCC3)n2Cc2ccc(Cl)cc2)n(C)c1=O	12%	13%&4%	.	0%	-25%	3%	8%[57.1 µM]	12%[57.1 µM]	3%
CC(C)(C)c1cc(NC(=O)c2ccco2)n(-c2ccccc2)n1	2%	-5%	-2.3%	-6%	-20%	1%	7%[57.1 µM]	3%[57.1 µM]	2%
Cc1cc(C)n2nc(CNS(=O)(=O)c3ccc([N+](=O)[O-])cc3)nc2n1	16%	5%	4.6%	1%	-22%	10%	15%	2%	-8%
Cc1ccc(NC(=O)c2cccc(NC(=O)N3CCSc4ncccc43)c2)cc1Cl	11%	?	5.3%	3%	-28%	-1%	24%	11%	-7%
Cc1cccc(C)c1NC(=O)N1CCC(c2nc3ccccc3o2)CC1	1%	15%	0.6%	1%	-14%	2%	20%	8%	0%
CCc1nc2ccc(C(=O)NCCc3ccc(OC)c(OC)c3)cc2nc1CC	-26%[56.9 µM]	19%&-14%	3.0%&0.7%	-1%&-1%	-10%&-7%	4%&-8%	26%&-2%[57.1 µM]	1%&-6%[57.1 µM]	6%&6%
COc1cccc(NC(=O)COC(=O)Cn2c(C)csc2=O)c1	-1%	-7%	2.3%	-12%	-24%	0%	19%	7%	-1%
COc1ccc(C(=O)NC2CCN(C(=S)NCCc3ccccc3)CC2)cc1	-17%	-2%	1.7%	-9%	-16%	0%	24%	11%	-13%
Cc1nc(N2CCOCC2)c2c(C(=O)N3CCN(c4ccc(Cl)cc4)CC3)c(C)oc2n1	24%	-7%	-1.3%	5%	-22%	-5%	8%	-8%	0%
Cn1nc(-c2ccccc2F)c2cc(C(=O)NCCc3ccc(Cl)cc3)sc21	9%	2%	5.1%	2%	-18%	0%	-15%	-8%	4%
CC(C)N1C(=O)C(Cc2nc3ccccc3c(=O)n2-c2ccccc2)c2ccccc21 (configuration not stated)	25%	1%[57.4 µM]	1.3%	0%	0%	2%	25%[57.1 µM]	6%[57.1 µM]	5%
CC(=O)Nc1nnc(S(=O)(=O)N2CCN(c3ccc([N+](=O)[O-])cc3Cl)CC2)s1	-27%[11.4 µM]	-19%	0.0%	3%	-18%	0%	?	-1%	4%
CC(=O)N1c2ccc(S(=O)(=O)NCC3CCC(C(=O)NCc4ccc(C)cc4)CC3)cc2CC1C (configuration not stated)	9%	10%	0.1%	-2%	-11%	4%	-15%	-4%	11%

An excerpt from above in order of the 12-LOX inh value, lowest first.
| molecule | 12-LOX inh |
| --- | --- |
| COc1cccc(NC(=O)COC(=O)Cn2c(C)csc2=O)c1 | -7% |
| COc1ccc(C(=O)NC2CCN(C(=S)NCCc3ccccc3)CC2)cc1 | -2% |
| CC(=O)N1c2ccc(S(=O)(=O)NCC3CCC(C(=O)NCc4ccc(C)cc4)CC3)cc2CC1C (configuration not stated) | 10% |

Next entries follow.
SMILES	RGS4 inhibitor	12-LOX inh	RXFP1 agonist	Vif-A3G inh	USP1 inh	IDH1 R132H inh	rTrxR1 inhibitor	TrxR1 substrate	Vif-A3F inh
C/C=C/Cn1c(SCc2ccc(Cl)cc2)nc2c1c(=O)[nH]c(=O)n2C	?	?	7.4%	-3%	-20%	2%	33%[57.1 µM]	9%[57.1 µM]	-1%
CCC(CC)c1nn2c(=O)cc(COc3ccc(NC(=O)c4ccc(C)cc4)cc3)nc2s1	9%	0%	21%	-2%	-22%	-2%	7%	1%	-8%
CCN(CC(=O)Nc1ccc2c(c1)CCC2)Cc1nc2ccccc2c(=O)[nH]1	16%	-8%	-0.9%	1%	-8%	1%	?	-7%	.
CCn1c(SCc2nc(-c3ccccc3)no2)nc2ccccc21	9%	13%	3.4%	-1%	-17%	5%	18%	1%	1%
COc1ccc(CN2CCN(C(=O)CC(C)C)CC2)c(OC)c1OC	20%	?	6.3%	-1%	-5%	2%	-14%	-13%	.
C#CCOCCOCCOCCNc1nc(N2CCN(C(=O)[C@H](CCCCN)n3cc([C@@H](N)C(C)CC)nn3)CC2)nc(N2CCN(C(=O)[C@H](Cc3ccc(O)cc3)n3cc([C@@H](N)CC(C)C)nn3)CC2)n1 (some centres not stated)	-21%	-14%	-1.2%	1%	-23%	8%	21%	3%	5%
COc1ccc(S(=O)(=O)N2CCCCC2)cc1NC(=O)C1COc2ccccc2O1 (configuration not stated)	-13%	1%	-1.6%	-10%	-8%	3%	4%	-3%	3%
Cc1cccc(C(=O)C2CCN(S(=O)(=O)c3cccc(C(=O)O)c3)CC2)c1	-7%	0%	-2.1%	-3%	-8%	-4%	16%[57.1 µM]	-5%	-2%
CCOC(=O)C1CCN(S(=O)(=O)c2ccc3c(c2)NC(=O)C(C)S3)CC1 (configuration not stated)	9%	-3%	2.6%	0%	-9%	-5%	-14%	-10%	-1%
CN(C)c1cc(-c2ccccc2)nc(-c2ccccc2)n1	14%	36%	-0.3%	-5%	-7%	5%	12%	9%	-26%
OC(C#CCCN1CCCCC1)(c1ccccc1)C1CCCCC1 (configuration not stated)	5%	162%[activator]	-2.4%	6%	-16%	3%	-12%[57.1 µM]	-9%[57.1 µM]	2%
Cc1ccc(N=Nc2c(N)nn(-c3ccccc3)c2N)cc1	-12%	-14%	0.1%	?	-24%	-1%	2%[57.1 µM]	-10%[57.1 µM]	-11%
Cc1ccc(OCC(O)CN2CCN(c3ccccc3)CC2)cc1 (configuration not stated)	24%	-20%	1.1%	2%	-7%	7%	2%	-5%	-10%
O=C(CN1C(=O)COc2ccc(S(=O)(=O)N3CCCCCC3)cc21)Nc1cccc(Cl)c1	0%	?	4.3%	2%	-10%	?	27%	0%	4%
O=C(Cn1nc(-c2nn(CC(=O)c3ccccc3)c3[n+]2CCCCC3)[n+]2c1CCCCC2)c1ccccc1	1%	111%[activator]	1.9%	0%	7%	-9%	19%[57.1 µM]	2%[57.1 µM]	-5%
O=C(Nc1ccc(Cl)cc1Cl)Nn1cnnc1	-21%	290%[activator]	-0.6%	4%	-4%	1%	-3%	-3%	1%
O=C(CSc1nccc(=O)[nH]1)Nc1ccccc1Sc1ccccc1	-29%	-4%	1.0%	1%	-18%	0%	12%[57.1 µM]	-3%	0%

An excerpt. The share of hits here may be higher or lower than overall.
